Dynein cargo inh – inhibitors of GR-EGFP nuclear translocation, primary screen, dynein cargo transport inhibitor project, imaging, high-content, 3617.4 mouse cells; test concentration mostly 20 µM; stimulated with dexamethasone, 1 µM; hits give low values; z-score, hits read low; actives 0.47% (n = 220,000); AID 1381, 2008;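 active = plate z-score of nuclear minus cytoplasmic receptor signal below a set negative limit, without overly bright fluorescence or cell loss, cut at about -3.5 in these data, passing the limit was not always enough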;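 note: z-score of nuclear minus cytoplasmic ring GR-EGFP intensity difference per well; some compounds called inactive have numbers as strong as hits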
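Schedule: 48 h induction, then 1 h compound, then 30 min agonist, 37 °C. Buffer or medium: tetracycline-free induction medium containing charcoal-stripped FBS. Reagent: 1.0 µM final dexamethasone stimulus. Evaluation: nuclear versus cytoplasmic GR-EGFP signal, averaged per well. Signal: high-content fluorescence imaging after fixation.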
XIAP antagonists – XIAP antagonists, biochemical, IAP family, fluorescence polarization (AID 1018). displacement, % at 20 µM, or IC50 in µM where a hit was titrated. actives 0.007% (n = 200,000). E3 ubiquitin-protein ligase XIAP (Homo sapiens). XIAP BIR domain, fluorescence polarization peptide displacement; higher % means a stronger effect; in the data active = displacement above about 50%; note: a part of the inactive calls stands beside numbers as strong as those of hits
Autophagy HCS – autophagy modulators in MEF cells, primary screen, imaging, high-content, MEF GFP-LC3. MEF GFP-LC3 puncta imaging; test concentration mostly 10 µM. AID 463193, 2010. calls only at 10 µM (by protocol). actives 0.98% (n = 190,000);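 active = percentage of spot-positive cells more than 3 SD above its plate mean, without a fluorescence outlier flag or 80% toxicity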;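 note: spot-positive cell cutoff set from DMSO-treated cells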
bCat nuc transl – modulators of beta-catenin nuclear translocation, primary screen, imaging, HeLa cells, immunofluorescence, high-content; nuclear translocation activity, % at 5 µM; actives 0.3% (n = 190,000); AID 1665, 2009;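 active = nuclear translocation activity above 50% at 5 µM, with a well cell count of 50 or more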;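 note: per-cell ratio of nuclear to cytoplasmic median beta-catenin stain intensity; plate controls were DMSO negative control for no effect and GSK-3 inhibitor IX positive control for full effect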
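Test system: HeLa cells, endogenous beta-catenin; Compound: single 5 µM dose plus 0.02–20 µM confirmation series; Times: compound exposure 24 h at 37°C; Signal: fluorescence imaging of beta-catenin antibody stain plus DAPI; Read-out: % activation, nuclear-to-cytoplasmic median beta-catenin signal ratio per cell.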
WT yeast gro inh – growth inhibition of WT strain, primary screen, mitochondrial fusion inhibitor project, WT and mutant strains, chemical genetic; mitochondrial fusion phenotypic screen; inhibition, % at 10 µM; actives 2.1% (n = 190,000); in the data active = inhibition above about 58%; tested in S. cerevisiae
MT stabilize HCS – microtubule stabilizers in HeLa cells, primary screen, imaging, high-content imaging; actives 0.83% (n = 200,000); % tubulin-high responders, % at 10 µM; HeLa tubulin immunostaining HCS, 24 h; share of cells brighter than vehicle mean+2SD;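 active = plate Z-score above 3 for both tubulin-high and condensed-nucleus cell shares, with cell loss under 80%, at 10 µM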;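 note: anti alpha tubulin signal scored within the nucleus-defined area of each cell; some results filed as inactive read as strong as hits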
Hep lipid drop – inhibitors of hepatocyte lipid droplet formation, primary screen, imaging, high-throughput imaging, BODIPY stain. AML12 mouse hepatocytes, oleate lipid droplets. inhibition, % at 6.5 µM. actives 0.4% (n = 240,000). AID 1656, 2009;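 active = lipid droplet intensity inhibited by at least 50%, with more than 500 cells counted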
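System: AML12 hepatocytes (mouse). Probe or stimulus: oleic acid at 100 µM to induce lipid droplet formation. Times: overnight treatment with compound plus oleate. Detection: Image-based BODIPY and DAPI two-channel analysis. Evaluation: percent inhibition of filter-corrected integrated lipid droplet intensity per well.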
Ins promoter up – insulin promoter activators in MIN6 cells, imaging, high-content screening, mouse beta cells; AID 1625, 2009; actives 0.3% (n = 190,000); MIN6 insulin promoter-GFP reporter; hits give high values; z-score at 5 µM;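 active = z-score above 3 at 5 µM with at least 500 cells counted in the well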
CSM14.1 death rescue – rescue of cells from ER stress-induced death, primary screen, 384-well, CSM14.1, thapsigargin, ATP luminescence (AID 1222); CSM14.1 thapsigargin-induced death rescue, ATP luminescence; higher % means a stronger effect; 190,000 tested, under 10 active; cellular ATP content (survival), % at 20 µM, or EC50 in µM where a hit was titrated;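 active = EC50 below 50 µM in the dose-response confirmation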;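 note: death triggered by thapsigargin at about 15 µM added after 2 h compound pretreatment; cell ATP read after overnight thapsigargin exposure of roughly 18 to 22 hours; normalized against plate controls of thapsigargin alone and 5% DMSO vehicle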
WT yeast gro inh mutant strain – also measured in WT yeast gro inh; calls as there; inhibition, %; mitochondrial fusion phenotypic screen, mutant strain inhibition
Dynein cargo inh cytoplasmic EGFP – recorded beside Dynein cargo inh, whose call it bears; z-score; measured here: cytoplasmic GR-EGFP intensity; hits give high values
Dynein cargo inh nuclear GR-EGFP – second read-out of Dynein cargo inh, no call of its own (marks repeat the call); z-score; measured here: nuclear GR-EGFP intensity;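 lower value marks the stronger effect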
Dynein cargo inh cell count – recorded beside Dynein cargo inh, whose call it bears; z-score; measured here: cell count per field
Ins promoter up cell count – recorded beside Ins promoter up, whose call it bears; cell count; measured here: cytotoxicity, nuclei count;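 total cells summed across four imaged fields per well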
Hep lipid drop cells 6.5 µM – second read-out of Hep lipid drop, no call of its own (marks repeat the call); cell count; measured here: cell count, cytotoxicity flag;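 cells counted across two imaged fields per well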
bCat nuc transl cell count 5 µM – further read-out of bCat nuc transl, marked with its call; cell count; measured here: cell count, cytotoxicity flag
MT stabilize HCS Hoechst-high % – second read-out of MT stabilize HCS, no call of its own (marks repeat the call); % Hoechst-high responders; measured here: nuclear condensation Hoechst responders;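 share of cells brighter than vehicle mean plus two SD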
MT stabilize HCS cytotoxicity % – recorded beside MT stabilize HCS, whose call it bears; toxicity, %; measured here: cytotoxicity by cell density;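 0% = mean cell density of plate MIN control wells and 100% = no cells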
Autophagy HCS cell loss 18 h – further read-out of Autophagy HCS, marked with its call; toxicity, %; measured here: cell loss, nuclei count;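 cell loss after 18 h compound exposure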
Numbers without * were called inactive; i = inactive; / = no result given.

SMILES	Dynein cargo inh	Dynein cargo inh cytoplasmic EGFP	Dynein cargo inh nuclear GR-EGFP	Dynein cargo inh cell count	XIAP antagonists	Autophagy HCS	Autophagy HCS cell loss 18 h	bCat nuc transl	bCat nuc transl cell count 5 µM	WT yeast gro inh	WT yeast gro inh mutant strain	MT stabilize HCS	MT stabilize HCS Hoechst-high %	MT stabilize HCS cytotoxicity %	Hep lipid drop	Hep lipid drop cells 6.5 µM	Ins promoter up	Ins promoter up cell count	CSM14.1 death rescue
CCCCN(CCCC)C(=O)/C=C/c1cccc([N+](=O)[O-])c1	-0.65	-0.2	-0.63	-0.15	-2.6%	i	21	-0.2	1102	13	16	2.0	1.0	6.2	-8	636	0.21	1896	-0.4%
COC(=O)CC1(C(=O)OC)Oc2ccc(Br)cc2C(=O)N1c1cc(Cl)c(Cl)cc1Cl (stereo not drawn)	-0.38	-0.22	-0.26	0.45	/	/	/	-0.3	1149	/	/	/	/	/	-19	676	-1.9	1346	/
CCOC(=O)C1C(=O)NC(SCC(=O)Nc2nccs2)=C(C#N)C1c1ccccc1OCC (stereo not drawn)	-1.4	-0.21	-0.93	0.66	-1.8%	i	-10	-4.0	1243	28	19	3.3	2.2	7.6	2	728	-1	863	-1.1%
CC(=O)Nc1ccc(NC(=O)c2ccc(C3SCC(=O)N3CCc3ccccc3)cc2)cc1 (stereo not drawn)	0.41	-0.23	0.65	-0.92	-2.9%	i	0	-1.6	1047	2	8	1.4	1.8	6.1	-6	673	-0.31	1381	1.8%
CCn1ccc(C(=O)N2CCOCC2)n1	-0.5	-0.22	-0.25	0.29	-1.2%	i	16	-0.7	1584	-5	-2	2.1	1.9	9.4	5	673	0.35	1497	-0.9%
O=C(NCc1ccccc1Cl)c1cnccn1	-0.76	2.3	0.072	0.41	-5.1%	i	-1	-1.3	1394	75*	2.3*	2.6	2.2	7.0	/	/	0.17	1221	-1.0%
CCOc1cc(/C=N/O)cc(Br)c1OCC(=O)NCc1ccccc1	0.44	-0.11	0.71	-0.21	-4.1%	i	-14	-0.1	955	-4	1	2.6	1.7	7.3	-10	603	-0.33	1372	1.5%
O=C(O)CCC(=O)Nc1ccc(Br)cc1C(=O)c1ccc(Cl)cc1	0.25	-0.21	0.046	-0.89	/	/	/	-1.4	1292	/	/	/	/	/	-3	805	-0.25	1073	/
Cc1c(NC(=O)c2ccc(N3C(=O)C4C5C=CC(C5)C4C3=O)cc2)c(=O)n(-c2ccccc2)n1C (stereo not drawn)	-0.79	-0.22	-0.22	0.71	-20%	i	-20	1.8	1425	-16	12	1.7	1.6	7.6	/	/	0.72	1447	-1.4%
CCCC(=Nc1ccccc1)C1=C(O)C(C(=O)OC)C(C)(C)CC1=O (stereo not drawn)	-0.075	-0.2	0.16	-0.39	-5.9%	i	-1	-1.4	1132	26	11	3.0	2.9	7.6	/	/	/	/	1.8%
COc1ccc(NS(=O)(=O)c2cc(NC(=O)CC3CCCC3)ccc2N2CCOCC2)cc1	0.37	-0.33	0.45	0.42	-2.1%	i	9	1.8	1036	-2	16	4.1	4.0	5.5	-4	671	-0.89	1118	-1.0%
O=C(NC1CCS(=O)(=O)C1)c1cccc(S(=O)(=O)N2CCCCCC2)c1 (stereo not drawn)	1.2	-0.33	0.46	-0.24	-1.8%	i	23	-2.4	988	-2	-3	3.2	1.9	2.3	10	744	-0.57	1431	1.5%
COc1ccccc1C(=O)N/C(=C/c1ccc(Br)cc1)C(=O)N1CCCC1	-1.3	-0.29	-0.53	0.99	-5.3%	i	10	6.4	1079	-6	6	2.8	2.3	7.0	10	744	-0.03	1291	-0.4%
O=C(CN1C(=O)/C(=C/c2ccccc2)SC1=S)NNC(=O)c1ccccc1O	-0.71	-0.38	-0.82	1.2	-8.2%	i	0	2.5	1035	-3	-17	4.3	2.3	6.7	2	732	0.63	1211	-0.9%
CCc1ccc(NC(=O)C(CC)c2ccccc2)cc1 (stereo not drawn)	-0.12	-0.35	-0.077	0.45	-3.0%	i	-3	-0.5	1038	-9	10	1.9	3.7	8.0	30	553	0.3	1403	-1.1%
O=C(CSc1nc(-c2ccccc2)cc(C(F)(F)F)n1)c1cccc([N+](=O)[O-])c1	-0.59	-0.19	-0.41	0.1	-9.3%	i	-5	-1.2	1026	6	-7	5.2	6.1	3.3	-40	592	-0.23	1365	-3.0%
CCn1c(NCCc2ccc(OC)c(OC)c2)nc2c1c(=O)n(C)c(=O)n2C	/	/	/	/	-3.3%	/	/	-0.8	1207	/	/	/	/	/	-3	759	-5.4	1013	1.3%
COc1ccc(Br)cc1C(=O)Nc1nnn(C)n1	-0.4	-0.18	-0.26	-0.53	-3.9%	i	2	2.0	1047	-2	-12	2.5	1.5	8.0	2	786	0.42	754	-3.5%
COc1ccc(-n2cnc3scc(-c4ccccc4)c3c2=O)cc1	0.88	-0.35	-0.21	0.36	4.2%	i	-4	-4.2	1022	12	-7	2.8	1.9	6.4	2	698	-0.42	1643	0.3%
Cc1c(C(=O)NCC2CCCO2)oc2ccc3c(c12)C(=O)CC(C)(C)O3 (stereo not drawn)	0.38	-0.27	0.5	-0.69	-6.6%	i	7	3.1	1456	20	-1	4.3	1.8	5.4	/	/	-1.5	1351	-4.6%
Cc1cc([N+](=O)[O-])nn1CCCC(=O)Nc1c(C)n(C)n(-c2ccccc2)c1=O	0.46	-0.093	0.25	-1.5	-5.0%	i	6	1.6	1145	13	-2	1.7	1.8	9.0	0	723	-0.01	1091	1.1%
N#Cc1c(-n2ccnc2)cccc1-n1ccnc1	-0.88	0.18	-0.62	0.92	-1.8%	i	28	-0.4	1296	-6	-15	1.4	0.9	7.4	/	/	-0.27	1623	0.6%
O=C(O)c1cc(-c2ccco2)[nH]n1	-0.9	-0.25	-0.53	0.2	-5.8%	i	-2	3.1	1029	-1	-4	2.8	1.6	6.5	12	788	/	/	-1.9%
CCOC(=O)c1cccc(P(C)(C)=O)c1	-0.59	-0.27	-0.11	0.67	-5.3%	i	-6	-2.8	1108	4	7	5.1	2.9	4.4	22	687	-0.3	1570	2.3%
COc1cc(C(=O)NNC(=S)NC(=O)c2ccc(Cl)cc2)cc(OC)c1OC	-0.62	-0.26	0.35	0.54	-8.9%	i	13	/	/	-1	-32	5.9	3.2	4.8	4	657	1.3	1075	1.0%
(continued)
SMILES	Dynein cargo inh	Dynein cargo inh cytoplasmic EGFP	Dynein cargo inh nuclear GR-EGFP	Dynein cargo inh cell count	XIAP antagonists	Autophagy HCS	Autophagy HCS cell loss 18 h	bCat nuc transl	bCat nuc transl cell count 5 µM	WT yeast gro inh	WT yeast gro inh mutant strain	MT stabilize HCS	MT stabilize HCS Hoechst-high %	MT stabilize HCS cytotoxicity %	Hep lipid drop	Hep lipid drop cells 6.5 µM	Ins promoter up	Ins promoter up cell count	CSM14.1 death rescue
CSc1ncccc1C(=O)Nc1nc2ccc(F)cc2s1	-0.51	0.66	0.62	-0.78	-8.0%	i	-7	1.1	1085	14	18	1.0	1.9	0.5	-1	757	0.33	1122	-0.4%
CC(=O)Nc1ccc(NC(=O)CCC(=O)OCC(=O)c2ccc(C)c([N+](=O)[O-])c2)cc1	0.24	-0.31	0.36	-0.21	-11%	i	28	-0.6	1068	-2	4	2.6	1.4	3.6	-16	695	2.8	1367	2.8%
CC(=O)c1ccc(NC(=S)NCCCN2CCOCC2)cc1	0.22	-0.3	0.62	-0.3	-3.2%	i	4	-4.2	1060	-11	-9	2.0	1.2	2.0	22	657	-0.33	1631	-0.1%
Cc1cc(C(=O)CSc2nn3c(=O)c(C(C)(C)C)nnc3s2)c(C)n1-c1ccc(F)cc1	-0.47	-0.024	0.0064	-0.17	-9.1%	i	4	0.0	1400	3	-34	2.4	1.1	5.8	/	/	-0.54	1202	-0.6%
O=C1CC(=C2c3ccccc3-c3ccccc32)C(=O)N1CCCCN1CCN(c2ccccc2)CC1	-2.1	0.82	-0.89	-1.1	-4.9%	i	-9	3.2	375	22	28	4.2	2.3	5.6	-10	742	/	/	-4.7%
CCOC(=O)N1CCN(C(=O)C(CC(C)C)NC(=O)C2CCCCC2)CC1 (stereo not drawn)	-0.51	-0.19	0.11	0.5	-11%	i	-4	0.0	1043	7	1	2.5	2.8	9.5	-4	743	0.15	1292	0.7%
O=c1[nH]c2ccccc2n1Cc1ccccc1	-0.42	-0.26	-0.16	0.52	-5.7%	i	2	-1.5	1124	-8	-3	3.6	1.7	2.6	-8	679	-0.25	2131	0.2%
O=C(Nc1ccccc1)C12CC3CC(C1)CC(n1cnc([N+](=O)[O-])n1)(C3)C2	-0.11	-0.18	0.49	-0.29	0.6%	i	-28	0.1	1367	4	-8	2.9	2.2	5.1	/	/	-0.49	1399	-1.1%
